Kir21 block: inhibitors of mouse Kir2.1 inward-rectifier potassium channel; Inward rectifier potassium channel 2 (Mus musculus), P35561; HEK293-Kir2.1, FluxOR thallium flux fluorescence; hits give low values; B-score at 10 µM; 310,000 tested, 0.85% active;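 active means fluorescence ratio B-score at or below minus 3 SD of library scores, with starting-brightness B-score within 2 SD, cut at about -4.2 in these data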;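 further: channel flux triggered by added potassium and thallium sulfate stimulus; B-score of peak minus minimum fluorescence over baseline after thallium stimulus; more negative B-score means stronger Kir2.1 block with less thallium influx; some compounds called inactive have numbers as strong as hits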
Target sequence (P35561 whole entry, looked up): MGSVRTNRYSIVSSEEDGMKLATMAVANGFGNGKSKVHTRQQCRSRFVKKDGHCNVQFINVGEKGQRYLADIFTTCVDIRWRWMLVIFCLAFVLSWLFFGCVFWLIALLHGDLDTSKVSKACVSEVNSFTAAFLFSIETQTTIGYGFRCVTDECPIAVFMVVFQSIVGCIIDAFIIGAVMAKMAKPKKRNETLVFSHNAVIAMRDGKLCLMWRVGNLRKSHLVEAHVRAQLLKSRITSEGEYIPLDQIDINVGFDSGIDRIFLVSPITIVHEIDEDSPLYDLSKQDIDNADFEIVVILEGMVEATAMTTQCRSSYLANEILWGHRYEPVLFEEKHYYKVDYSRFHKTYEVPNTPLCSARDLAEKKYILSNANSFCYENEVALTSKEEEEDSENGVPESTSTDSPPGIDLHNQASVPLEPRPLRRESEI
STK33 kinase inh: inhibitors of purified STK33 kinase, primary screen, biochemical, ADP-Glo luminescence, homogeneous, cell-free | inhibition, % at 10 µM | Serine/threonine-protein kinase 33 (Homo sapiens), Q9BYT3 | MBP phosphorylation | 320,000 tested, 0.073% active;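 active means inhibition at or above 25%, using the most active replicate where run in duplicate; inactive means inhibition below 25%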
Target sequence (Q9BYT3 whole entry, looked up): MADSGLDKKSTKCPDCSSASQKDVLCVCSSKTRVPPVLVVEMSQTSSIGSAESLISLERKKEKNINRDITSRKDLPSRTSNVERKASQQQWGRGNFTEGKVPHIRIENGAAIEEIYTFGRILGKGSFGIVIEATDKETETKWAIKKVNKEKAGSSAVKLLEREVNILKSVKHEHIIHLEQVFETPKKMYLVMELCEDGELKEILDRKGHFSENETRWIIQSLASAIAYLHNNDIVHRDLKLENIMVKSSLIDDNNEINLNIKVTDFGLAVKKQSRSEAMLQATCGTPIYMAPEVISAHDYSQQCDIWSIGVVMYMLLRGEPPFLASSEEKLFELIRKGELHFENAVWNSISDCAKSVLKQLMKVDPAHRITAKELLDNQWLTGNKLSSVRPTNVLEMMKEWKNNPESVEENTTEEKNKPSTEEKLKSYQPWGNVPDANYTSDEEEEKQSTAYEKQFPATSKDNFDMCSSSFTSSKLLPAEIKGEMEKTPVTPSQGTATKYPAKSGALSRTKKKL
The depositor's hits bear a star; . = no result given.

SMILES	Kir21 block	STK33 kinase inh
CCOC(=O)c1ccc(NC(=O)NC2CC3CCC(C2)N3C(=S)NC)cc1 (stereo not given)	2.3	-1.3
COC(=O)c1cc(Cl)c(NC(=O)c2ccco2)cc1OC	2.16	-2.9
O=C(Nc1ccc(S(=O)(=O)Nc2ncccn2)cc1)C12CC3CC(CC(C3)C1)C2	-0.06	-1.3
CNc1nc(=S)[nH]c2ccccc12	-1.25	-0.4
COCCn1c(Cc2cccn2C)nnc1SCC(=O)NCc1ccc2c(c1)OCO2	0.36	-0.9
CCCCSc1nnc(-c2ccc(C)cc2)c2ccccc12	-2.46	-1.3
C=CCn1c(SCC(=O)c2ccc(O)c(O)c2)nnc1-c1cccnc1	-0.21	1.0
Cc1ccccc1Nc1cc(C(=O)NCc2ccco2)c2ccccc2n1	-2.07	0.4
COc1ccc(NS(=O)(=O)c2ccc(O)c(C(=O)OCC(=O)NC3CCCCC3)c2)cc1	-0.23	-1.7
C[C@H]1CN=C(N(C)C)N1CC1CCCCC1	.	-0.3

Exported with each value named: 2 of the compounds above.
> CNc1nc(=S)[nH]c2ccccc12
  Kir21 block: -1.25; STK33 kinase inh: -0.4

> COCCn1c(Cc2cccn2C)nnc1SCC(=O)NCc1ccc2c(c1)OCO2
  Kir21 block: 0.36; STK33 kinase inh: -0.9

Additional structures follow.
SMILES	Kir21 block	STK33 kinase inh
CCOC(=O)N1CCN(C(=O)c2ccc3[nH]c(C)c(C)c3c2)CC1	.	-0.4
NS(=O)(=O)c1ccc(CNS(=O)(=O)c2cccc3nonc23)cc1	0.22	0.4
Cn1c(SCc2ccccn2)nnc1-c1ccncc1	0.06	-0.5
COc1ccc(C)cc1NC(=O)CCN1CCN(C/C=C/c2ccccc2)CC1	-2.07	-0.5
COc1ccc(CN2CCC(CO)(Cc3ccccc3C(F)(F)F)CC2)c(F)c1	-0.58	-0.6
O=C(Nc1ccc2c(c1)OCO2)c1ccc([N+](=O)[O-])cc1[N+](=O)[O-]	-0.92	-0.2
CCOCC(=O)Nc1c(C(=O)Nc2ccc3c(c2)OCCO3)oc2ccccc12	-0.74	-2.5
CCOC(=O)C1(C)C=C(Nc2ccccc2)C(=O)N1c1ccccc1 (stereo not given)	-0.02	-0.8
CCCC1N2CC3([N+](=O)[O-])CN1CC([N+](=O)[O-])(C2)C3(C)C (stereo not given)	-0.9	-2.6
O=C(CN1C(=O)COc2ccccc21)N(Cc1cccnc1)Cc1cccc(F)c1	0.71	-0.7
O=C(NCCS(=O)(=O)NCc1ccccc1)c1ccc2c(c1)OCO2	-0.3	-1.2
CSc1ccc(CN(C)C(C)C(=O)NCc2ccccc2)cc1 (stereo not given)	-9.7*	-0.1
Cn1nc(-c2ccc(C(=O)Nc3ccc(F)cc3)cc2)c2ccccc2c1=O	0.52	-1.1
COc1ccc(-c2nnc(SCc3ccccc3F)o2)cc1	0.78	0.4
CC(NC(=O)CN(c1ccc(F)cc1)S(C)(=O)=O)c1ccccc1 (stereo not given)	-0.2	-1.9
COc1ccc(NC(=O)C2CCCN2S(=O)(=O)c2ccc(F)cc2)cc1 (stereo not given)	-0.07	-2.9
COc1ccccc1CNC(=O)c1ccc(NS(=O)(=O)c2c(C)noc2C)cc1	-1.1	-1.1
c1ccc(C2OC3c4cccc5cccc(c45)C3N2c2ccccc2)cc1 (stereo not given)	1.35	0.3
O=C(Nc1ccc(Cl)cn1)c1ccc([N+](=O)[O-])o1	0.74	.
O=C(O)C1CCCCC1C(=O)Nc1ccccn1 (stereo not given)	-0.54	0.4

Reprinted from the part before: two entries, then new ones.
SMILES	Kir21 block	STK33 kinase inh
O=C(Nc1ccc(Cl)cn1)c1ccc([N+](=O)[O-])o1	0.74	.
O=C(O)C1CCCCC1C(=O)Nc1ccccn1 (stereo not given)	-0.54	0.4
CS(=O)(=O)c1ccc(Cl)c(NC(=O)COC(=O)c2ccc(S(=O)(=O)N3CCCC3)cc2)c1	.	-2.0
COc1ccc(OCCSc2nnc(C)n2-c2ccccc2)cc1	-1.18	-1.6
CC1(C)Cc2c(cnn2-c2ccc(F)cc2)C(NC(=O)CCN2CCCCO2)C1 (stereo not given)	-1.7	-1.3
Cc1csc(-c2cnn(-c3ccccc3)c2NC(=O)c2ccccc2)n1	-1.06	-0.9
O=C(COc1ccc(F)c(Cl)c1)N1CCN(c2ccccn2)CC1	0.16	-2.5
CC(=O)c1c(N2CCN(Cc3ccccc3)CC2)nc(=S)n(-c2ccccc2)c1C	1.15	-1.5
Cc1nc(CNS(=O)(=O)c2ccc(Oc3ccccc3)cc2)cs1	-0.42	-1.6
O=C(COc1ccc2ccccc2c1Br)N1CCCC1	1.42	-1.1
Cc1ccccc1NC(=O)c1c2c(nc3ccccc13)CCC2	0.72	-1.8
Cc1sc2ccc3sccc3c2[n+]1C	0.62	-0.9

Compound profiles, as listed above. Order of values: Kir21 block, STK33 kinase inh
Cc1ccccc1NC(=O)c1c2c(nc3ccccc13)CCC2 in the list: 0.72, -1.8
CC1(C)Cc2c(cnn2-c2ccc(F)cc2)C(NC(=O)CCN2CCCCO2)C1 (stereo not given) in the list: -1.7, -1.3
O=C(COc1ccc(F)c(Cl)c1)N1CCN(c2ccccn2)CC1 in the list: 0.16, -2.5
COc1ccc(OCCSc2nnc(C)n2-c2ccccc2)cc1 in the list: -1.18, -1.6
Cc1sc2ccc3sccc3c2[n+]1C in the list: 0.62, -0.9

Next part
SMILES	Kir21 block	STK33 kinase inh
COc1ccc(C(=O)N/N=C/c2sc(N3CCOCC3)nc2-c2ccccc2)cc1OC	2.22	0.1
COc1ccc(C2(O)CC3CCC(C2)N3c2nc(C)cc(C)c2C#N)cc1 (stereo not given)	0.06	1.1
O=C(OCC(F)(F)F)c1cccc(COc2ccc3ccccc3c2)c1	-1.06	-0.2
COc1ccc(-n2c(=O)c3c4c(sc3n(CC(=O)NCc3ccco3)c2=O)CCC4)c(OC)c1	-0.09	-0.2
Cc1ccc(-n2c(-c3ccccc3)cc(/C=N/NC(=O)CC#N)c2-c2ccccc2)cc1	-0.9	0.5
CC(=O)COC(=O)c1ccc2noc(-c3ccccc3)c2c1	1.18	6.4
Cn1c2ccccc2c(=O)c2cc(C#Cc3ccc(N)cc3)ccc21	1.46	-0.2
CCOc1ccc(-c2csc(Cn3c(CN4CCN(C)CC4)nc4ccccc4c3=O)n2)cc1	-1.86	-0.6
COc1cc(/C=N/NC(=O)c2cc(-c3cccs3)nc3ccccc23)ccc1O	0.03	-0.1
O=C(/C=C/c1ccccc1)NNC(=O)C1CC1	-0.12	-0.4
Oc1ccc(/C=N\Nc2nncc(-c3ccccc3)n2)cc1	0.09	-0.4
CCC(NC(=O)CNC(=O)CNC(=O)c1ccc(Cl)cc1Cl)c1ccc(C)cc1 (stereo not given)	-0.34	0.1
O=C1CCCCc2sc(Br)c([N+](=O)[O-])c2N1	-1.07	-2.7
COc1ccc(C(=O)NCCNC(=O)c2ccc(OC)cc2)cc1	-0.24	-1.3
O=C(CC1C(=O)NCCN1Cc1ccccc1)NCCN1CCCCC1=O (stereo not given)	0.69	.
Cc1ccc(/C=N/NC(=O)Nc2ccccc2)o1	1.45	2.6
COc1cccc(NC(=O)c2c(F)cccc2F)c1	.	1.4
Cn1c(SCC(=O)Nc2cccc(O)c2)nnc1-c1ccc(S(=O)(=O)N2CCOCC2)cc1	-0.49	-1.3
CC(C)COCC1CC2(CC(C)C(=O)CC2=O)C(=O)O1 (stereo not given)	-0.41	1.3
C=C(C)C1CC=C(CN2CCN(Cc3ccccc3)CC2)CC1 (stereo not given)	-1.85	-0.9
Cc1ccc(C(=O)Nc2cccnc2Oc2ccc(Cl)cc2)cc1	-1.41	-1.5
CCOC(=O)/C=C/C(=O)Nc1ccccc1-c1ccccc1NC(=O)/C=C/C(=O)OCC	-0.69	-0.3
CCOC(=O)/C(C#N)=C/c1c(N2CCN(c3ccccc3)CC2)nc2ccccn2c1=O	2.29	11.6
COc1ccc(NC(=O)c2cc(C)no2)cc1Cl	0.79	-1.6
Cc1cc(C(=O)Nc2ccon2)ccc1[N+](=O)[O-]	0.52	0.1
O=C(CSCc1nc2ccccc2[nH]1)N1CCN(c2ccc(F)cc2)CC1	0.26	-1.0
Cc1ccc(NC(=O)c2cc3ccccc3cc2O)cc1	1.02	-1.6
CCOC(CCn1ccc(O)c(Cc2ccc(Cl)cc2)c1=O)OCC	-0.1	-1.8
CCOC(=O)NC(=O)/C(C=Nc1ccc(Cl)cc1)=C(\C)O	-1.12	-1.1
COc1ccc(-c2noc(CN(C)C3CCOCC3)n2)cc1	0.32	-0.7
Cc1cc(C(=O)COC(=O)C2=NNC(=O)CC2)c(C)n1-c1ccccc1	-1.24	.
CCOC(=O)C1CCN(C(=O)COc2ccc(N(C)S(=O)(=O)c3cccs3)cc2)CC1	-0.38	0.9
Cc1ccc(C)c(OCCCC(=O)Nc2nccs2)c1	-0.94	-0.5
CCC(=O)Nc1ccc(C(=O)CSc2nnc(-c3ccc(O)cc3)n2CC2CCCO2)cc1OC (stereo not given)	-1.11	1.1
C#CC1(NC(=O)NC(C)C)CCCCC1	0.54	-1.6
O=S(=O)(Nc1cccc(-c2nnco2)c1)c1ccc(Cl)cc1	-1.03	-1.0
CCNC(=S)N1CCC(C(=O)c2ccc3c(c2)OCCO3)CC1	-0.19	-1.0
Cc1ccc(NS(=O)(=O)c2ccc(C(=O)NCC(c3ccco3)N(C)C)cc2)cc1 (stereo not given)	-2.08	-1.0
CC(C)(C)[C@H]1C=C(C(=O)NC2CC2)O[C@@H](OCCCCO)C1	1.69	0.6
O=C(N/N=C/c1cnc2ccccc2n1)c1cccc(F)c1	0.66	2.4
COc1ccc(NS(=O)(=O)c2ccc(C(=O)Nc3c(C)n(C)n(-c4ccccc4)c3=O)cc2)cc1	.	-0.7
CC(=O)Nc1cccc(C(=O)/C=C/c2ccc(/C=C/C(=O)c3cccc(NC(C)=O)c3)cc2)c1	1.84	-0.9
Cc1cccc(N2CC(C(=O)OCC(=O)Nc3sccc3C(N)=O)CC2=O)c1C (stereo not given)	.	-1.7
Cc1cccnc1NC(=O)c1ccc(COc2ccccc2)o1	-0.14	-1.5
CCCn1c(N)c(C(=O)CSc2nc3ccccc3n2CCC#N)c(=O)n(C)c1=O	0.77	-1.0
Cc1ccc(C(=O)c2cc3c(cc2N)OCCO3)cc1	-0.07	-1.3
COC(CNC(=O)C1CC(=O)N(CCc2ccc(C)cc2)C1)OC (stereo not given)	-0.4	-1.2
CN(C)Cc1ccc(CNC(=O)c2ccc(Cl)c(S(=O)(=O)NC3CC3)c2)cc1	.	1.5
Cc1cc(C(=O)Nn2c(C)nc3ccccc3c2=O)ccc1[N+](=O)[O-]	-0.69	-0.1
S=c1[nH]ccn1-c1cccc(Cl)c1Cl	-0.03	0.8

(listing goes on)
SMILES	Kir21 block	STK33 kinase inh
NC(=O)c1ccccc1OCc1cccc2ccccc12	0.19	1.3
O=C(O)c1ccccc1-c1ccccc1C(=O)Nc1cccc(Br)c1	0.03	-3.4
O=S(=O)(c1ccc(Cl)nc1)N1CCOCC1	.	-0.5
CCOc1ccccc1N1CCN(C(=O)c2c(Cl)cnn2C)CC1	-1.3	-0.6
Cc1ccc([C@@H]2C3COCC=C3C(C#N)=C(N)C2(C#N)C#N)o1 (stereo not given in full)	-1.5	.
C=CCOC(=O)C1=C[C@@H](c2ccc3c(c2)OCO3)C[C@@H](OCCCCO)O1	0.62	0.9
CCOC(=O)C1CCN(c2c(Nc3ccc4c(c3)OCCO4)c(=O)c2=O)CC1	-0.12	.
O=c1cc(CN2CCOCC2)c2ccc(O)c(O)c2o1	0.84	-0.1
CCOc1ccc(S(=O)(=O)NCCC(=O)NCCOc2ccccc2OC)cc1	-0.13	.
CCCSc1nnc(CSc2nc3nc(C)cc(C)n3n2)o1	0.38	-0.5
CCOc1ccc(C(=O)COC(=O)CNC(=O)C2CCCCC2)cc1	.	0.4
c1ccc(CN2CCC3(CC2)Nc2ccccc2S3)cc1	0.41	0.1
COc1ccc(Cc2nnc(NC(=O)CSc3ccccc3)s2)cc1OC	-0.06	-0.2
Cc1csc(Nc2ccc(Cl)cc2)n1	-0.02	-1.1
COC(=O)c1ccccc1NC(=O)NCCc1ccccc1OC	1.76	.
COC(=O)c1cc(CN2CCN(c3ccccc3)CC2)ccc1O	-0.45	-1.8
CCCCN1C(=O)c2ccc(C(=O)Nc3ccccc3N3CCOCC3)cc2C1=O	-2.78	-1.0
N=c1c(C(=O)NC2CCCCC2)cc2c(=O)n3ccccc3nc2n1Cc1cccnc1	-0.34	0.1
COc1ccc(C(=O)NC2CCN(C(=S)Nc3ccc(C)cc3)CC2)cc1	-0.1	0.2
Cc1ccc2cc(C)c(Sc3nnnn3-c3ccccc3)nc2c1	-0.01	-4.4
O=C(CSc1nnc(-c2ccc(F)cc2)o1)N1CCCCC1	-2.98	-3.0
O=C(Cc1ccc(Cl)cc1)Nc1ccc(SC(F)F)cc1	1.94	-1.4
Cc1ccc(S(=O)(=O)N2CCCCC2CCNC(=O)C(=O)NCc2cccnc2)cc1 (stereo not given)	1.09	-0.8
Cc1ccc(NC(=O)COC(=O)CCC(=O)c2cccs2)cc1S(=O)(=O)N1CCOCC1	0.11	-0.5
CC(NCc1ccc(OCc2ccc(Cl)cc2)cc1)C(O)c1ccccc1 (stereo not given)	0.09	-0.8
N#CCCn1ncc2ccccc21	-0.94	-0.1
CCc1ccc(N2CC(C(=O)OCC(=O)Nc3ccc(C#N)cc3)CC2=O)cc1 (stereo not given)	.	0.8
O=C(COc1cccnc1[N+](=O)[O-])Nc1cccc(S(=O)(=O)N2CCOCC2)c1	0.23	-1.4
Cc1ccccc1CNC(=O)C(=O)NCC1OCCCN1S(=O)(=O)c1ccc(F)cc1C (stereo not given)	0.2	-0.9
COc1cccc(-c2cccc(NC(=O)C3CCN(Cc4cnn(C)c4)CC3)c2)c1	0.25	-0.4

Compound activity (PubChem)

Compounds as they come; 0.84% or so of the library scored in one or more.
